MT stabilizer = microtubule stabilization, imaging screen; HeLa tubulin immunostaining HCS, 24 h; share of cells brighter than vehicle mean+2SD; % tubulin-high responders, % at 10 µM; 200,000 tested, 0.83% active; AID 2205;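 active = plate Z-score above 3 for both tubulin-high and condensed-nucleus cell shares, with cell loss under 80%, at 10 µM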;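 note: anti alpha tubulin signal scored within the nucleus-defined area of each cell; some results filed as inactive read as strong as hits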
T cell HTS = modulates CD8 T cell binding to vesicles; 2C CD8+ T cell-vesicle binding, flow cytometry; stronger effect = lower value; calls only at 7 µM; 330,000 tested, 0.068% active;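 active = response, share of CD8 T cells binding vesicles, and their 90th percentile fluorescence all below set limits, cut at about 80% in these data, passing the limit was not always enough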
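Incubation: binding step 1.5 h, 37 °C, antibody labelling 20 min, ice; system: murine 2C transgenic CD8+ T lymphocytes; technique: cytometric PE anti-B7-1 and Alexa647 anti-CD8 signals after 1% paraformaldehyde fixation; also added: QL9-charged Drosophila Ld/ICAM-1/B7-1 vesicles; control set: naked versus QL9-loaded vesicles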
Ins promoter up = MIN6 insulin promoter up-regulation; MIN6 insulin promoter-GFP reporter, high-content imaging; stronger effect = higher value; z-score at 5 µM; 190,000 tested, 0.3% active; AID 1625;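 active = z-score above 3 at 5 µM with at least 500 cells counted in the well; inconclusive = wells under 500 cells, flagged as cytotoxic or low count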
Lipid droplet = hepatic lipid droplet formation modulation | inhibition, % at 6.5 µM | AID 1656 | AML12 mouse hepatocytes, oleate lipid droplets, BODIPY imaging | 240,000 tested, 0.4% active;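 active = lipid droplet intensity inhibited by at least 50%, with more than 500 cells counted; inconclusive = wells with under 300 cells, treated as cytotoxic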
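Assay system: AML12 mouse liver cells | Compound dosing: One dose, 6.5 µM compound | Read-out basis: Droplet intensity reduction, % inhibition | Measured by: Fluorescence imaging, 20x objective, two fields per well | Schedule: Overnight treatment with compound plus oleate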
Myeloid diff 2 = myeloid differentiation induction. ER-HoxA9 myeloid progenitors, lysozyme-GFP differentiation, flow cytometry. calls only at 10 µM. 360,000 tested, 1% active. AID 624256;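 active = normalized GFP-positive differentiation at or above the plate's own cutoff, the solvent-only control mean plus 3 SD; inconclusive = no clear call, values can overlap the other calls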;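 note: cells exposed to compound for four days before flow analysis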
TNAP activation fold = human TNAP enzyme activators, primary screen, biochemical, luminescent, no phosphate acceptor, uHTS (AID 1001). one-dose activation fold at 20 µM; EC50 in µM for titrated hits. 200,000 tested, 0.03% active. purified TNAP, luminescent activation assay, no phosphate acceptor; higher activation fold means a stronger effect; in the data active = activation fold from about 3, or a potency from the dose series; inactive = the rest, 99 in 100 with activation fold below about 1.6; note: many of its hits are not listed in these tables
bCat nuc transl = alters nuclear translocation of beta-catenin in HeLa cells. immunofluorescence imaging. nuclear translocation activity, % at 5 µM. 190,000 tested, 0.3% active;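 active = nuclear translocation activity above 50% at 5 µM, with a well cell count of 50 or more; inconclusive = wells under 50 cells across six images, flagged as toxic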;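 note: per-cell ratio of nuclear to cytoplasmic median beta-catenin stain intensity; plate controls were DMSO negative control for no effect and GSK-3 inhibitor IX positive control for full effect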
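System: Human HeLa cells, endogenous beta-catenin | Compound dosing: 5 µM primary, 0.02–20 µM confirmation | Timing: 24 h compound exposure at 37°C, 5% CO2 | Measured by: Fluorescence imaging of beta-catenin antibody stain plus DAPI | Read-out basis: % activation of per-cell nuclear versus cytoplasmic median beta-catenin signal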
Dynein cargo inh = dynein cargo transport inhibition | 3617.4 mouse cells, GR-EGFP nuclear translocation imaging; test concentration mostly 20 µM; stimulated with dexamethasone, 1 µM; stronger effect = lower value | z-score, hits read low | 220,000 tested, 0.47% active | AID 1381;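 active = plate z-score of nuclear minus cytoplasmic receptor signal below a set negative limit, without overly bright fluorescence or cell loss, cut at about -3.5 in these data, passing the limit was not always enough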;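 note: z-score of nuclear minus cytoplasmic ring GR-EGFP intensity difference per well; some compounds called inactive have numbers as strong as hits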
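Buffer or medium: tet-free medium with charcoal-stripped serum / Also added: dexamethasone agonist, 1.0 µM final, for 30 min / Timing: induction 48 h, compound 1 h, agonist 30 min / Measured by: high-content fluorescence imaging after fixation / Read-out: nuclear-to-cytoplasmic GR-EGFP distribution per well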
PMI inhibitors = MPI enzyme activity inhibition – biochemical, fluorescence intensity, coupled assay, primary screen (AID 1209); inhibition, % at 20 µM, or IC50 in µM where a hit was titrated; purified PMI enzyme, coupled fluorescence intensity; higher % means a stronger effect; 190,000 tested, 0.42% active; in the data active = inhibition above about 50%;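 note: plate controls were DMSO vehicle for no effect and wells lacking substrate for full effect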
Dynein cargo inh cytoplasmic EGFP = also measured in Dynein cargo inh; calls as there; z-score; measured here: cytoplasmic GR-EGFP intensity; stronger effect = higher value
Dynein cargo inh nuclear GR-EGFP = further read-out of Dynein cargo inh, marked with its call; z-score; measured here: nuclear GR-EGFP intensity;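 lower value marks the stronger effect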
Dynein cargo inh cell count = further read-out of Dynein cargo inh, marked with its call; z-score; measured here: cell count per field
Ins promoter up cell count = second read-out of Ins promoter up, no call of its own (marks repeat the call); cell count; measured here: cytotoxicity, nuclei count;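 total cells summed across four imaged fields per well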
Lipid droplet cells 6.5 µM = also measured in Lipid droplet; calls as there; cell count; measured here: cell count, cytotoxicity flag;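 cells counted across two imaged fields per well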
bCat nuc transl cell count 5 µM = second read-out of bCat nuc transl, no call of its own (marks repeat the call); cell count; measured here: cell count, cytotoxicity flag
T cell HTS vesicle-bound % = second read-out of T cell HTS, no call of its own (marks repeat the call); double positive events, %; measured here: CD8+ vesicle-bound cell fraction;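 binding gate set so that unloaded-vesicle control wells show 10% double positive cells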
MT stabilizer Hoechst-high % = second read-out of MT stabilizer, no call of its own (marks repeat the call); % Hoechst-high responders; measured here: nuclear condensation Hoechst responders;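 share of cells brighter than vehicle mean plus two SD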
MT stabilizer cytotoxicity % = also measured in MT stabilizer; calls as there; toxicity, %; measured here: cytotoxicity by cell density;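 0% = mean cell density of plate MIN control wells and 100% = no cells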
Myeloid diff 2 GFP+ MAC1+ % = further read-out of Myeloid diff 2, marked with its call; GFP+ MAC1+ double positive, %; measured here: differentiation confirmed by MAC1 staining
An asterisk follows results filed as active; i = inactive; ? = inconclusive; nt = no result given. Compounds as they come. Share with any hit: about 3%.

SMILES	MT stabilizer	MT stabilizer Hoechst-high %	MT stabilizer cytotoxicity %	T cell HTS	T cell HTS vesicle-bound %	Ins promoter up	Ins promoter up cell count	Lipid droplet	Lipid droplet cells 6.5 µM	Myeloid diff 2	Myeloid diff 2 GFP+ MAC1+ %	TNAP activation fold	bCat nuc transl	bCat nuc transl cell count 5 µM	Dynein cargo inh	Dynein cargo inh cytoplasmic EGFP	Dynein cargo inh nuclear GR-EGFP	Dynein cargo inh cell count	PMI inhibitors
CC(C)(C)C(=O)Nc1ccc(-c2csnn2)cc1	nt	nt	nt	i	2	-0.02	1404	17	669	i	0.2	nt	-0.5	1053	-0.77	-0.2	-0.41	0.76	nt
CC(CN1CCOCC1)OC(=O)c1ccccc1 (stereo not drawn)	nt	nt	nt	i	13	0.17	1427	3	741	i	0.6	nt	-3.7	1162	1.3	-0.22	0.51	-1.1	nt
COc1ccc(/C=N/NC(=O)c2ccco2)cc1OCc1ccccc1	nt	nt	nt	i	27	0.06	1080	-8	729	i	0.4	nt	0.7	1276	0.93	-0.28	0.41	-0.27	nt
C/C(=N\NC(=O)c1c[nH]c2ccccc12)c1ccc(C)o1	4.3	2.0	5.3	i	14	-0.17	869	2	803	i	1.9	1.2	nt	nt	0.51	0.11	0.025	-0.11	-2%
CCCC(=O)OCCNc1cc(Sc2nccn2C)c2nonc2c1[N+](=O)[O-]	3.1	2.9	6.4	i	37	0.47	1070	-8	675	?	nt	0.8	3.9	460	-3.5	1.5	-2.2	0.97	-11%
CCC1=C(OC(=O)N(CC)CC)N2C(=O)OC(=NCCc3c[nH]c4ccccc34)[C@]2(C)[C@H]2C1=CC[C@H]1C(=O)N(CC(=O)OC)C(=O)[C@H]12	nt	nt	nt	i	37	-0.02	725	1	702	i	1.0	nt	-2.7	1109	0.9	-0.77	0.59	-0.35	nt
Cc1c(OCC(=O)OC(C)(C)C)ccc2c3c(c(=O)oc12)CCC3	1.4	1.8	4.8	i	32	nt	nt	nt	nt	i	0.3	1.1	-1.5	1143	-0.2	-0.17	-0.09	0.49	9%
CCOCC(=O)N1CCN(c2ccc(F)cc2)CC1	4.3	0.9	2.7	i	35	1.4	1057	-4	677	i	0.6	1.1	0.0	1047	1.6	-0.17	1.4	-1.5	15%
Clc1ccc(OCc2nnc(-c3ccccc3Br)o2)c(Cl)c1	2.9	1.7	2.3	i	31	-1.3	1216	nt	nt	i	2.4	1.1	-1.1	814	0.51	-0.19	0.061	-0.1	-1%
Cc1cccc(Nc2c([N+](=O)[O-])c(=O)n(C)c3ccccc23)c1	3.1	2.4	4.1	i	7	0.22	1345	-26	606	i	0.7	1.2	3.5	1086	0.26	-0.14	0.29	0.017	3%
Cc1ccc(NC(=O)c2cc(=O)c3ccccc3o2)c(C)c1	4.9	3.3	3.6	i	38	-0.26	1329	20	682	i	0.3	1.1	0.9	1121	-0.022	-0.24	0.03	0.43	-3%
CCN1CCc2c(sc(N)c2C#N)C1	2.3	2.9	4.8	i	33	-0.05	1229	-6	648	i	1.1	1.1	1.8	993	-0.62	0.033	-0.52	-0.17	2%
Cc1ccc(CS(=O)(=O)CCC(=O)NCCCN2CCCC2=O)cc1	3.4	1.6	8.5	i	2	-0.1	1511	nt	nt	i	1.7	1.1	-0.6	1429	0.0013	-0.14	-0.11	0.076	8%
O=C(COc1ccc(Cl)cc1)NCc1nnc(SCC(=O)N2CCCCCC2)o1	2.4	2.4	8.1	i	58	nt	nt	-8	746	i	0.4	1.1	-2.6	998	-0.61	-0.31	-0.23	0.89	3%
Cc1oc(-c2ccc(Cl)cc2)nc1CN1CCCC(C(=O)NCc2ccccn2)C1 (stereo not drawn)	6.3	3.9	5.9	i	30	1.7	1032	nt	nt	i	0.8	1.1	2.7	850	-1.4	-0.29	-0.53	0.43	11%

Continued; it opens with the two that closed the last part.
SMILES	MT stabilizer	MT stabilizer Hoechst-high %	MT stabilizer cytotoxicity %	T cell HTS	T cell HTS vesicle-bound %	Ins promoter up	Ins promoter up cell count	Lipid droplet	Lipid droplet cells 6.5 µM	Myeloid diff 2	Myeloid diff 2 GFP+ MAC1+ %	TNAP activation fold	bCat nuc transl	bCat nuc transl cell count 5 µM	Dynein cargo inh	Dynein cargo inh cytoplasmic EGFP	Dynein cargo inh nuclear GR-EGFP	Dynein cargo inh cell count	PMI inhibitors
O=C(COc1ccc(Cl)cc1)NCc1nnc(SCC(=O)N2CCCCCC2)o1	2.4	2.4	8.1	i	58	nt	nt	-8	746	i	0.4	1.1	-2.6	998	-0.61	-0.31	-0.23	0.89	3%
Cc1oc(-c2ccc(Cl)cc2)nc1CN1CCCC(C(=O)NCc2ccccn2)C1 (stereo not drawn)	6.3	3.9	5.9	i	30	1.7	1032	nt	nt	i	0.8	1.1	2.7	850	-1.4	-0.29	-0.53	0.43	11%
COc1ccc(C(=O)Oc2cc(/C=N/NS(=O)(=O)c3ccccc3)ccc2OC)cc1	1.6	0.9	7.2	i	28	0.77	1105	7	729	i	0.7	1.1	-0.2	1151	-0.56	-0.12	0.065	1.6	4%
O=C(CNC(=O)c1ccccc1F)Nc1ccccc1C(F)(F)F	3.9	1.7	8.7	i	48	-0.18	1514	27	723	i	0.7	2	-2.8	1046	-0.18	-0.28	0.31	0.14	-1%
Cc1ccc(-c2[nH]nc3c2C(c2cccnc2)C(C#N)=C(N)O3)cc1 (stereo not drawn)	2.4	1.4	6.2	i	53	nt	nt	20	713	i	2.4	0.7	-3.8	1267	-0.33	-0.4	-0.034	0.043	-23%
CCCN1C(=O)c2cc(C(=O)NCc3ccc(OC)cc3)ccc2C1O (stereo not drawn)	4.2	2.0	2.8	i	32	1	1373	3	590	i	2.2	1.1	-2.4	1094	-0.083	-0.17	0.24	-0.17	5%
COc1cccc(N2CC(C(=O)Oc3ccc4ccccc4c3)CC2=O)c1 (stereo not drawn)	2.3	1.5	8.9	i	28	nt	nt	20	752	i	0.9	1.1	nt	nt	-0.16	-0.26	-0.025	-0.082	4%
O=C(Nc1cccc(-c2nnco2)c1)c1cccs1	nt	nt	nt	i	37	-0.58	1273	-2	727	i	0.4	nt	0.8	1007	0.46	0.067	0.28	-0.91	nt
CCOC(=O)C1(CCOc2ccccc2)CCN(Cc2cnc(C)[nH]2)CC1	2.6	1.4	6.8	i	24	-0.39	1400	-7	721	i	2.7	1.1	-1.1	996	-0.55	-0.29	-0.093	0.32	7%
O=C(OCC(=O)N1CCc2ccccc21)c1nc(Cl)ccc1Cl	2.2	2.0	2.2	i	44	-0.18	1195	-15	705	i	0.6	1.1	-1.7	1055	1.7	-0.2	1.5	-2.9	-3%
c1ccc2c(c1)nc(NCCN1CCOCC1)c1nncn12	3.1	2.8	2.5	i	45	1.3	1388	12	703	i	3.6	1	-0.3	1107	-0.79	-0.17	-0.16	0.11	16%
Oc1ccc[n+](CCCCC[n+]2cccc(O)c2)c1	nt	nt	nt	i	35	0.76	1121	1	698	i	0.0	nt	0.2	1402	1.5	-0.26	0.77	-0.32	nt
O=C(NCc1ccccc1F)Nc1ccc([N+](=O)[O-])cc1	1.7	1.4	2.7	i	6	-0.04	1197	6	723	i	0.2	1	-0.9	1074	-0.54	-0.23	-0.15	0.31	-1%
O=C(Oc1ccc2ccccc2c1)c1ccccc1	1.5	1.3	6.9	i	6	-1.4	932	25	816	i	6.2	1.2	nt	nt	-0.18	0.06	0.25	-0.28	-9%
CC(=O)Nc1cccc(N(C)C)c1	2.7	2.0	15	i	57	1.1	1077	nt	nt	i	0.9	1.1	-3.9	851	0.42	-0.16	0.5	0.4	4%
CC(=O)Nc1ccc(S(=O)(=O)NC2(C(F)(F)F)C(=O)Nc3c2c(=O)[nH]c(=O)n3Cc2ccco2)cc1 (stereo not drawn)	5.8	1.2	24	i	51	-0.49	1729	3	702	i	0.5	1.1	-2.0	1031	0.75	-0.29	1.2	-0.94	-6%
COc1ccc(OCc2cccc(C(=O)Nn3cc([N+](=O)[O-])cn3)c2)cc1	3.7	2.1	8.0	i	55	nt	nt	9	799	i	0.9	1	1.1	927	1.2	-0.12	0.29	-1.6	8%
O=C(O)C1CCCCC1C(=O)Nc1ccccc1C(=O)N1CCN(c2ccc(F)cc2)CC1 (stereo not drawn)	2.9	2.5	4.9	i	40	-0.06	1300	-2	618	i	0.8	1.1	1.9	988	-0.074	-0.29	-0.5	0.3	4%
CC1Cc2ccccc2N1CC(=O)NCc1ccccc1Cl (stereo not drawn)	2.6	2.4	4.5	i	60	-0.21	1354	-23	619	i	0.7	1.1	0.4	597	-0.33	-0.31	-0.41	-0.019	-4%
O=C(NC(=S)Nc1ccc(S(=O)(=O)Nc2ncccn2)cc1)c1cccc(Br)c1	2.4	1.5	9.2	i	66	0.88	1414	3	582	i	0.5	0.9	2.2	975	-0.12	-0.31	-0.018	0.8	-4%

Assay outcomes from PubChem BioAssay.
